HTT cytoprotect: protects HTT-Q103 PC12 cells, measured by ATP. PC12 HTT-Q103 induced, cytoprotection, ATP luminescence, 40 h. Potency, µM (titrated, usually from 56.4 µM), inactives show cytoprotection (ATP increase), actives largely listed as activators. 0.14% of 230,000 active;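 further: % of control where 0% means no effect; nearly all actives have a fitted effect of over 45% in size; toxic huntingtin expression switched on by the ecdysone agonist tebufenozide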
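ATP quantification (ATPlite) reports survival of PC12 cells in which tebufenozide, 100 nM final, switches on Htt exon 1 with 103 glutamines linked to GFP; compounds are titrated.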
GAA inh: inhibitors of human lysosomal alpha-glucosidase; 0.005% of 200,000 active; Potency, µM (titrated, usually from 76.9 µM), without a hit: top-dose activity change, negative = inhibition, hits mostly inhibitors; purified human GAA, 4-MU-alpha-glucoside fluorescence; AID 1466; P10253;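 further: plate controls were uninhibited enzyme wells for no effect and no-enzyme background for full effect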
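AC50 values come from Hill fits of compound titrations (up to 77 uM) against 4 nM human enzyme. Substrate 4-methylumbelliferyl-alpha-D-pyranoside at 400 uM, pH 5.0 citrate buffer, 20 min room temperature; fluorescence Ex 365/Em 440 after alkaline stop.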
GAA glycogen: alters human alpha-glucosidase cleavage of glycogen | P10253 | recombinant GAA, glycogen substrate, Amplex Red glucose oxidase fluorescence | Potency, µM (titrated, usually from 76.4 µM), inactives show at the highest dose activity change, negative = inhibition, most hits filed as inhibitors | 0.38% of 300,000 active | AID 2100;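 further: 0% = full enzyme reaction and -100% = no-enzyme basal signal; the screen sought inhibitors and activators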
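qHTS, 1536-well; enzyme 4 nM final; cpd up to 77 uM; substrate bovine liver glycogen 30 ug; 50 mM citrate/phosphate pH 5.0, 0.01% Tween-20; 37 C, 40 min; Amplex Red detection 45 min RT; Hill fit → AC50.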
Tau fluor counter: counter-screen for tau fibril formation inhibitors | tau K18 P301L Alexa594 fluorescence, heparin fibrillization | Potency, µM (doses to about 57.7 µM), without a hit: top-dose activity change, negative = decrease | 0.93% of 280,000 active | AID 1463; further: on the % scale 0 is the no-effect control and ±100 the full control effect; nearly all actives have a fitted effect of over 55% in size
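Human tau K18 P301L (15 uM unlabeled, 0.24 uM Alexa 594-labeled) in 100 mM sodium acetate pH 7 with 20 uM heparin, 6 hr at 37 C. ThT 30 uM added, 1 hr ambient; Alexa 594 FP and total fluorescence read at 555/632 nm.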
Tau fibril FP: inhibitors of human tau fibril formation; 0.39% of 280,000 active; Potency, µM (titrated, usually from 57.7 µM), without a hit: at the top dose activity, negative = inhibition, usual class: inhibitors; K18 P301L tau heparin fibrillization, Alexa594 FP, 6 h; further: on the % scale 0 is the no-effect control and ±100 the full control effect; nearly all actives have a fitted effect of over 55% in size
Target sequence (P10636 561-689 P618L limits assumed): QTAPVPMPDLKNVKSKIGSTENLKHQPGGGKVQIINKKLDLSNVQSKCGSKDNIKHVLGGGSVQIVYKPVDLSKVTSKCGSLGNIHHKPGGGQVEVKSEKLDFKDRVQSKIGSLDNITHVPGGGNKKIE
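Read-out: fluorescence polarization of Alexa 594-labeled tau (0.24 uM), 555 nm excitation, 632 nm emission. Mixtures held 15 uM unlabeled K18 P301L, compound and 20 uM heparin, pH 7 acetate buffer, incubated 6 hr at 37 C.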
GLA spleen mod: inhibitors or activators of human alpha-galactosidase in spleen homogenate; P06280; human spleen homogenate, 4MU-alpha-Gal fluorescence, 40 min; Potency, µM (doses to about 80 µM), for the others: top-dose activity change, negative = inhibition, hits mostly inhibitors; 0.008% of 240,000 active; AID 2107;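 further: 0% = enzyme with vehicle and -100% = no enzyme basal signal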
Target sequence (P06280 32-429 limits assumed): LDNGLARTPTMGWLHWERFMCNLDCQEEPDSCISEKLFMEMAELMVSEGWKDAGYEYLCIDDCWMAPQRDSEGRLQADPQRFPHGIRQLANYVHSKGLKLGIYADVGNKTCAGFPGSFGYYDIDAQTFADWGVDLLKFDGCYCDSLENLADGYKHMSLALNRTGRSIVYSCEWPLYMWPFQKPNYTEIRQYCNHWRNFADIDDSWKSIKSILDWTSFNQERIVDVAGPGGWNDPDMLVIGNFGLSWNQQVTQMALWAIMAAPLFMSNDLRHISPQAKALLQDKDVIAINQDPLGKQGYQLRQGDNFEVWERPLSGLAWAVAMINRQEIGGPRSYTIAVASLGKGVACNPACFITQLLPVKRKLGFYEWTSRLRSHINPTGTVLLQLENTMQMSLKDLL
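Fluorogenic readout (Ex 365/Em 440 nm) of 4-methylumbelliferone released from 1 mM 4-MU-alpha-galactoside by spleen homogenate, 40 min at 37C, pH 5.0. Data normalized to no-enzyme and enzyme controls; Hill-equation AC50 from compound titrations.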
Tau ThT inhib: inhibitors of human tau fibril formation, thioflavin T binding | 2.1% of 270,000 active | AID 1460 | Potency, µM (doses to about 57.4 µM), for inactives: top-dose activity, negative = inhibition, usual class: inhibitors | recombinant tau K18 P301L (four-repeat tau fragment), heparin-induced fibrillization, ThT fluorescence; further: on the % scale 0 is the no-effect control and ±100 the full control effect; nearly all actives have a fitted effect of over 55% in size
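Recombinant human tau K18 fragment […] carrying P301L, 15 uM unlabeled plus 0.24 uM Alexa 594-labeled, was fibrillized with 20 uM heparin in 100 mM sodium acetate pH 7 for 6 hr at 37 C; 30 uM ThT fluorescence read after 1 hr.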
aGlu spleen mod: inhibits or activates alpha-glucosidase in human spleen homogenate. P10253. human spleen homogenate, 4-MU-alpha-glucoside fluorescence. Potency, µM (titrated, usually from 79.9 µM), without a hit: at the highest dose activity change, negative = inhibition, actives largely listed as inhibitors. 0.006% of 240,000 active;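 further: 0% = enzyme with vehicle and -100% = no enzyme basal signal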
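Human spleen homogenate (1 ug) with 4-methylumbelliferyl-alpha-D-glucopyranoside (1 mM final) in 50 mM citrate/phosphate pH 5.0, 0.01% Tween-20; 40 min at 37 C. Stopped at pH 10; 4-MU fluorescence Ex 365/Em 440 nm; AC50 by Hill fit.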
Starred values were filed as active, the others as inactive; ? = inconclusive; . = no result given; [ ] = another dose, or the depositor's remark. The call rests on the fitted dose curve; in most records, active means well fitted curve in the direction sought with a large enough effect; inconclusive means small, poorly fitted or top-dose-only effect, or another doubt; inactive means no such curve, though single readings can be large; an effect the other way counts as inactive or inconclusive. Potency means the concentration at half of the fitted maximal effect.

Results follow in this order: HTT cytoprotect | GAA inh | GAA glycogen | Tau fluor counter | Tau fibril FP | GLA spleen mod | Tau ThT inhib | aGlu spleen mod
COc1ccc(CC(=O)NNC(=O)c2cnccn2)cc1
    9%[10 µM] | 9% | 4% | -7% | -9% | 2% | -11% | 9%
CCOC(=O)C(C)Oc1cc(Cl)c(C=O)cc1OC (stereo unspecified)
    -55%[inhibitor] | -7% | -1% | 2% | -1% | 3% | 2% | 1%
Cc1ccccc1C(=O)NNc1ncnc2c1cnn2C
    -50%[inhibitor] | -2% | -17% | -11% | -10% | -5% | -10% | -3%
Cc1c(C(=O)O)cccc1-n1c(C)cc(/C=N/NC(=O)c2cc3ccccc3o2)c1C
    . | 5% | 9% | -11% | 1% | 3% | ? | 1%
Cn1nnnc1SCC(=O)Nc1ccccc1N1CCCCC1
    -13%[10 µM] | 3% | 5% | 4% | -2% | -1% | -1% | -2%
CCCCn1nnc(NC(=O)c2ccc(-c3ccccc3[N+](=O)[O-])o2)n1
    -42% | -10% | -5% | -14% | 0% | 18% | -13% | 0%
O=C(COC(=O)C1CC(=O)N(Cc2ccccc2)C1)c1ccc(F)cc1 (stereo unspecified)
    -24% | -2% | 2% | -4% | -4% | 0% | -3% | 3%
CCCCS(=O)(=O)N1CN(S(=O)(=O)CCCC)C2NC(=O)NC21 (stereo unspecified)
    -10% | 5% | -4% | -8% | -2% | 18% | ? | 5%
O=C(COC(=O)c1ccncc1)NCCCc1ccccc1
    7% | 1% | 7% | -9% | -6% | -2% | 0% | 0%
CCc1ccc(S(=O)(=O)c2cn(C)c3cc(N4CCCC4)c(F)cc3c2=O)cc1
    . | . | -3%[76.3 µM] | 2% | -3% | . | 2% | .
Cn1cc(Cl)c(C(=O)Nc2nc3ccc([N+](=O)[O-])cc3s2)n1
    -7%[10 µM] | 9% | 7% | -9% | 5% | -6% | ? | -1%
Cc1c(C)n(C)c2ccc(C(=O)Nc3cccc4ccccc34)cc12
    -28% | 7% | 6% | ? | 2% | -21% | ? | -6%
COc1ccc(CCNCCC(=O)Nc2c(C)cc(C)cc2C)cc1OC
    2%[1.9 µM] | 2% | 9% | -5% | -5% | -1% | -2% | 0%
O=C(NCc1nnc(SCC(=O)N2CCc3ccccc32)o1)c1cccs1
    22% | -3% | 2% | -9% | -10% | 6% | -12% | 6%
COc1ccc(C(=O)N2CCCC2)cc1
    -12% | 1% | 4% | -4% | 5% | 8% | -11% | 2%
CC(C)CN1C(=O)NC(NC(=O)c2cccnc2)(C(F)(F)F)C1=O (stereo unspecified)
    6% | -3% | 4% | -6% | -1% | 0% | -9% | -2%
NC(=O)c1oc2ccccc2c1NC(=O)c1ccc(F)cc1
    -12%[10 µM] | 0% | -1% | -18% | -10% | 3% | ? | -15%
CCCn1c(C)nc2c(NCCCCN3CCCC3)nc(C)nc21
    29% | . | . | -2% | -10% | 3% | -3% | 3%
O=S(=O)(Nc1ccc(F)c(Cl)c1)c1ccc(Br)s1
    . | . | 4%[76.3 µM] | ? | -10% | . | -8% | .
O=C1CC(SC(=Nc2ccccc2)Nc2ccccc2)C(=O)N1c1ccc(Cl)c(Cl)c1 (stereo unspecified)
    . | -7% | 0% | ? | 7.9µM* | -4% | 11% | 5%

Complete entries from above.
Record of `COc1ccc(CC(=O)NNC(=O)c2cnccn2)cc1` : HTT cytoprotect: 9%[10 µM]; GAA inh: 9%; GAA glycogen: 4%; Tau fluor counter: -7%; Tau fibril FP: -9%; GLA spleen mod: 2%; Tau ThT inhib: -11%; aGlu spleen mod: 9%
Record of `Cc1ccccc1C(=O)NNc1ncnc2c1cnn2C` : HTT cytoprotect: -50%[inhibitor]; GAA inh: -2%; GAA glycogen: -17%; Tau fluor counter: -11%; Tau fibril FP: -10%; GLA spleen mod: -5%; Tau ThT inhib: -10%; aGlu spleen mod: -3%

(more compounds)
Results follow in this order: HTT cytoprotect | GAA inh | GAA glycogen | Tau fluor counter | Tau fibril FP | GLA spleen mod | Tau ThT inhib | aGlu spleen mod
COC(=O)CN(c1ccccc1OC)S(=O)(=O)c1ccccc1
    -4% | -8% | 2% | 12% | 12% | 3% | 3% | -13%
CCC(C)n1cnc2c(c1=O)c1nc3ccccc3nc1n2Cc1ccc2c(c1)OCO2 (stereo unspecified)
    -32%[inhibitor][0.074 µM] | -5% | -7% | -6% | -3% | -4% | ? | -2%
S=C(Nc1ccccc1)Nc1cc(Cl)ccc1Oc1ccccc1
    12%[10 µM] | -3% | -5% | -30% | ? | 5% | -3% | 1%
O=C(CCNS(=O)(=O)c1ccc(Br)s1)NC1CCCC1
    10% | ? | 8% | -5% | 5% | -5% | -9% | -2%
Clc1cccc(CN2CCN(c3nc4nonc4nc3NC3CC3)CC2)c1
    -29%[10 µM] | -2% | -9% | -16% | 3% | 1% | -6% | 0%
Cc1nc(SCC(=O)N2CCC(C(N)=O)CC2)n[nH]1
    5% | 2% | 10% | 0% | -1% | 1% | -2% | -9%
CCCSc1nc(C)c(CC(=O)O)c(=O)[nH]1
    2% | 5% | -19% | -2% | -3% | 4% | -10% | 5%
COc1ccc(-c2nc3ccccc3n2OC(C)C(=O)O)cc1 (stereo unspecified)
    -87%[inhibitor] | -3% | -3% | -2% | -6% | -2% | -14% | 0%
CCc1ccc(-c2nnn(Cc3nn[nH]n3)n2)cc1
    -10% | 0% | -6% | -3% | 0% | 4% | -11% | 2%
CC1CCc2nn(CC(=O)N3CCc4ccccc43)cc2C1 (stereo unspecified)
    -8% | -5% | -4% | -8% | 2% | -4% | -8% | -11%
C/C(=C\C(=O)c1ccccc1)NCc1ccc(F)cc1
    -35% | . | 6% | -18% | -5% | 3% | -12% | 0%
Cc1csc(NC(=O)NC2(C(F)(F)F)Oc3ccccc3O2)n1
    18% | -3% | 8.8µM* | -9% | -10% | -3% | -8% | -4%
Cc1ccc(-c2nn[nH]n2)cc1Cl
    4%[10 µM] | . | -3% | -19% | 3% | 2% | -16% | -5%
C/C(=N/OC(=O)c1c(-c2c(F)cccc2Cl)noc1C)c1cnccn1
    -3% | -21% | 12% | -9% | -2% | 2% | 1% | -3%
CCOc1ccc(OCCOCCn2c(-c3ccc(Cl)cc3)nc3ccccc3c2=O)cc1
    . | . | 1%[76.3 µM] | -23% | -15% | . | -10% | .
COc1cc(N(C)C)c([N+](=O)[O-])cc1C(=O)N1CCN(Cc2ccccc2)CC1
    -30% | -2% | 7% | -9% | 8% | -6% | ? | -8%
CCCCOC(=O)Cn1c(=O)n(CC(=O)OCCCC)c2ccccc21
    31% | -10% | -1% | -16% | -5% | -10% | -15% | -9%
Fc1cccc(Cn2ccc(-c3ccc4c(c3)OCO4)n2)c1
    6%[10 µM] | -7% | -10% | -29% | ? | -17% | -15% | -1%
CC(=O)Oc1ccc(/C=N/NC(=O)CCSc2ccccc2)cc1
    -33%[inhibitor] | -5% | 2% | -18% | -11% | 0% | -6% | 0%
O=C(CSc1nnc(CNC(=O)c2ccco2)o1)c1ccccc1
    -12%[10 µM] | 0% | -1% | -10% | -8% | 8% | -5% | 4%
N#Cc1c(NC(=O)c2ccc(Cn3cc(Br)cn3)o2)sc2c1CCCCCC2
    -17%[10 µM] | -14% | -12% | ? | -13% | -8% | ? | -7%
COc1ccc(OC)c(N/C(C)=C/C(=O)c2ccc(Br)cc2)c1
    ? | 4% | -22% | -27% | 2% | -9% | ? | -6%
COC(=O)c1c(NC(=O)c2c(-c3ccccc3Cl)noc2C)sc2c1CCC2
    7%[10 µM] | -10% | 2% | -24% | -15% | 13% | -12% | 9%
CN(C)C(=O)CN1CCN(Cc2nc(CC3CC3)no2)CC1
    12%[10 µM] | . | 5% | -2% | 1% | 0% | -1% | 3%
OCCOCCOc1ccccc1OCCOCCO
    -5% | 4% | -2% | 1% | -8% | -7% | 2% | -1%
CCCc1cc(C(=O)NC2CCCC2)no1
    -10% | 6% | 2% | 8% | 5% | 3% | -2% | -1%
CCOc1ccc(C(=O)NCC(=O)OCc2ccc(F)cc2Cl)cc1
    -6%[10 µM] | 1% | -7% | -14% | 1% | 4% | -5% | 5%
COc1ccc(NS(=O)(=O)c2ccc(N3CCCC3)c(NC(=S)Nc3ccc(SC(F)F)cc3)c2)cc1
    24%[10 µM] | -2% | ? | ? | 1% | 2% | ? | -3%
CCNC(=O)CSc1nnc(-c2ccccc2Br)n1-c1cccc(C(F)(F)F)c1
    -53%[inhibitor][10 µM] | -1% | 10% | 1% | 4% | -1% | 4% | -3%
CC(C)(C)Cc1nnc(NC(=O)Cc2cccs2)s1
    -19%[10 µM] | 10% | 14% | -2%[2.34 µM] | -10%[2.34 µM] | -6% | -2% | 2%
COc1c(S(=O)(=O)N2CCN(c3ccc(F)cc3)CC2)ccc(Cl)c1Cl
    8% | 0% | -5% | ? | -2% | -17% | -18% | 1%
Cc1cc(NC(=O)COC(=O)CCNS(=O)(=O)c2cccc(C(F)(F)F)c2)no1
    2% | -5% | 2% | 2% | -3% | -4% | 4% | 4%
Clc1ccsc1-c1ccnc(-n2cccc2)n1
    ? | -2% | 11% | -16% | -11% | -3% | ? | -6%
CC1(C)C2CCC1(CS(=O)(=O)Nc1ccc(S(=O)(=O)N3CCCC3)cc1)C(=O)C2 (stereo unspecified)
    4%[10 µM] | -4% | 7% | -3% | 12% | -4% | 3% | -7%
CCOCCOC(NC(=O)c1ccccc1)(C(F)(F)F)C(F)(F)F
    32%[10 µM] | -15% | -3% | 2% | -4% | 6% | 6% | -15%
C=CCn1c(SCC(=O)Nc2nc(C)cs2)nnc1C(NC(=O)c1ccccc1)C(C)C (stereo unspecified)
    -7%[1.9 µM] | 3% | 5% | -9% | 3% | 4% | -21% | 3%

Not a retest: an excerpt of the list.
Results follow in this order: HTT cytoprotect | GAA inh | GAA glycogen | Tau fluor counter | Tau fibril FP | GLA spleen mod | Tau ThT inhib | aGlu spleen mod
COc1ccc(CC(=O)NNC(=O)c2cnccn2)cc1
    9%[10 µM] | 9% | 4% | -7% | -9% | 2% | -11% | 9%
CCOC(=O)C(C)Oc1cc(Cl)c(C=O)cc1OC (stereo unspecified)
    -55%[inhibitor] | -7% | -1% | 2% | -1% | 3% | 2% | 1%

Screens (PubChem)
